Assay outcomes from PubChem BioAssay.
TAAR1 ag = human TAAR1 agonism. CHO RD-HGA16 TAAR1, Fluo-8 calcium fluorescence; vehicle wells 0%, saturating PEA agonist 100%. activation, % at 3 µM. 360,000 compounds, 0.99% hits;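 active means activation above the mean activation of all test compounds in the run plus 3 SD, cut at about 38% in these data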
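Repeats: no replicates (n 1) | Material: CHO-derived RD-HGA16 cells with stable Gα16 and human TAAR1 | Technique: Kinetic Fluo-8 calcium fluorescence | Schedule: 17-24 h seeding, 75 min 37 °C dye, 30 min RT | Evaluation: % activation from peak over basal fluorescence ratio, DMSO-to-PEA scaled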
CHO-K1 Ca PAM = M1 PAM counterscreen hit in parental CHO-K1 cells; ATP EC20, Fluo-8 calcium fluorescence; 0% at ATP EC20, 100% at ATP max; activation, % at 3 µM; 360,000 compounds, 0.02% hits; AID 602247;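 active means activation above the run cutoff, the mean activation of all test compounds plus 3 SD, cut at about 40% in these data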;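 further: peak over basal fluorescence ratio in a 140 s read after ATP addition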
CHRM4 PAM = potentiates acetylcholine response at human M4 receptor; P08173; CHO-K1 hM4/Gqi5, Fluo-8 calcium fluorescence, ACh EC20; 0% = ACh EC20, 100% = maximal ACh; activation, % at 3 µM; 360,000 compounds, 0.4% hits; AID 624126;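 active means activation above its plate's cutoff, the mean activation of sample wells plus 3 SD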; further: some results filed as inactive read as strong as hits
Target sequence (P08173 whole entry, looked up): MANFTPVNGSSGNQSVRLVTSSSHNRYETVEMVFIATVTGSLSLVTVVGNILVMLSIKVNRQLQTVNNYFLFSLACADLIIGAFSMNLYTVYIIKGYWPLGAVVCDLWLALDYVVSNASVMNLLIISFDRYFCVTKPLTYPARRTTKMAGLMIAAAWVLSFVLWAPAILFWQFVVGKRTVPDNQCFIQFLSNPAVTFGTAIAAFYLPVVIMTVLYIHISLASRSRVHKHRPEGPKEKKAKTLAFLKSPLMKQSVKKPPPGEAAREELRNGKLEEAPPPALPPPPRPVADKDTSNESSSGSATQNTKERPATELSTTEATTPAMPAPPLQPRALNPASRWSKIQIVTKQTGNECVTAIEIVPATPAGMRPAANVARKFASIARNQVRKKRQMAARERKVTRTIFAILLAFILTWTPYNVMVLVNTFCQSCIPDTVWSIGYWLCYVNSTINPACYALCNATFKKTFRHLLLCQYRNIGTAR
CHRM5 agonist = agonists of human muscarinic M5 receptor (CHRM5) | P08912 | CHO-K1 hM5 cells, Fluo-8 calcium fluorescence; 0% DMSO wells, 100% maximal acetylcholine response | AID 624037 | activation, % at 3 µM | 360,000 compounds, 0.19% hits;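 active means activation above the run's mean over test compounds plus 3 SD, cut at about 23% in these data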;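 further: signal is peak over basal fluorescence ratio across the kinetic read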
Target sequence (P08912 whole entry, looked up): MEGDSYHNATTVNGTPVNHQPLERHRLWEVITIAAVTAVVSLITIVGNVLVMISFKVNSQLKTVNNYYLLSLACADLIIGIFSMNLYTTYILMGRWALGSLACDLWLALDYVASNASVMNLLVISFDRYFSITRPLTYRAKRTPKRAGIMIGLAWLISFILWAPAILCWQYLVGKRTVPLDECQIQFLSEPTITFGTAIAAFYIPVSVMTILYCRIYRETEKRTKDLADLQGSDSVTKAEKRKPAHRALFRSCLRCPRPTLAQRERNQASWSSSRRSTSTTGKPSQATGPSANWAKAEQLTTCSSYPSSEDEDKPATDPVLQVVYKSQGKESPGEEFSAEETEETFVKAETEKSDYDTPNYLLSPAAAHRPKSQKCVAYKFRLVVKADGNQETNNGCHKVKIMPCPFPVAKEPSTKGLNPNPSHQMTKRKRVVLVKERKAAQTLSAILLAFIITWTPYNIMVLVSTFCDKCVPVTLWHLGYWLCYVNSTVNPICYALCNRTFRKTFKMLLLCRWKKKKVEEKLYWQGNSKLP
M5 antag = CHRM5 antagonism in calcium assay; 360,000 compounds, 0.59% hits; AID 624040; P08912; CHO-hM5 cells, Fluo-8 calcium fluorescence, ACh EC80; inhibition, % at 3 µM;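 active means inhibition above a per-plate cutoff, the mean of that plate's test compounds plus 3 SD, cut at about 27% in these data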;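 further: 0% = acetylcholine EC80 with DMSO and 100% = DMSO without agonist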
M5 PAM = CHRM5 positive allosteric modulation. CHO-K1 hM5, Fluo-8 calcium, ACh EC20 PAM; 0% = ACh EC20, 100% = ACh EC100. activation, % at 3 µM. 360,000 compounds, 0.3% hits. AID 624038;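 active means activation above the run cutoff, the mean activation of all test compounds plus 3 SD, cut at about 18% in these data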
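Measured by: Fluo-8 calcium fluorescence; material: human M5 receptor in CHO-K1 cells; schedule: Post-acetylcholine fluorescence recording 140 s; benchmarks: low control EC20 acetylcholine (0%), high control EC100 acetylcholine (100%); read-out: Max/basal fluorescence ratio as % of EC20–EC100 ACh window; compound: single dose, 3 µM nominal final test concentration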
TAAR1 antagonist = human TAAR1 antagonism; CHO RD-HGA16 TAAR1, Fluo-8 calcium fluorescence, antagonist; 360,000 compounds, 1.5% hits; AID 624466; inhibition, % at 3 µM; Q96RJ0;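 active means inhibition above a per-plate cutoff, the mean inhibition of test compounds on that plate plus 3 SD, cut at about 49% in these data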;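 further: 0% = DMSO plus EC80 beta-PEA response and 100% = DMSO alone without agonist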
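Assay system: RD-HGA16 CHO cells with stable hTAAR1 and Gα16 / Reagent: EC80 β-phenethylamine stimulus / Doses: 3 µM, single point / Timing: dye loading 75 min at 37 °C, then 30 min room temperature / Measured by: Fluo-8 intracellular calcium dye fluorescence, real-time kinetic reads / Controls: vehicle wells and EC80 agonist wells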
CRFR2-BP antag = CRF-BP/CRF-R2 complex antagonism | HEK293 CRF-R2/CRF-BP, CRF-induced calcium fluorescence | inhibition, % at 11.8 µM | 350,000 compounds, 0.59% hits;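 active means inhibition of the ligand-induced calcium signal above about 50% at the single tested concentration, limit read from the data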
CRFBP-R2 agonist = agonists of human CRF-binding protein/CRF-R2 receptor complex. HEK293 CRF-R2/CRF-BP, calcium dye fluorescence (FLIPR); percent of saturating CRF peptide response. activation, % at 13.2 µM. 350,000 compounds, 0.46% hits. AID 588473;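 active means activation of at least 50%, plus an integration ratio under a set limit after plate pattern correction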;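 further: plate controls were neutral control wells without compound for no effect and CRF at EC100 for full effect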
Numbers without * were called inactive; . = no result given.

compound,TAAR1 ag,CHO-K1 Ca PAM,CHRM4 PAM,CHRM5 agonist,M5 antag,M5 PAM,TAAR1 antagonist,CRFR2-BP antag,CRFBP-R2 agonist
CCc1ccc(NC(=O)C2CCCN2C(=O)NC2CCCCC2)cc1 (stereo not drawn),-1.1,10.2,1.8,-2.7,2.5,1.0,-18.1,5.8,-1.5
COc1ccccc1N1CCN(/N=C/c2cccc(OC)c2O)CC1,0.0,20.0,2.2,-3.2,-10.2,4.8,-7.5,-0.3,-0.3
Cc1ccc(C=Nc2cc([N+](=O)[O-])ccc2C)s1,0.2,-14.7,-9.6,-2.1,1.3,-3.8,9.2,-12.9,1.4
O=C(NCc1ccc(Cl)cc1)N1CCN(Cc2ccccc2)CC1,-0.5,21.2,-5.7,-2.6,0.2,5.5,-1.7,12.5,-0.3
Cn1c2c(c3ccccc31)CCN=C2c1ccccc1,11.1,-3.4,9.2,0.6,1.7,0.1,10.8,0.4,1.5
COc1ccc(-c2nnn(CC(=O)N(C3CCCC3)C(C)C(=O)NC3CCCC3)n2)cc1OC (stereo not drawn),11.5,6.3,10.1,-5.7,-3.8,0.2,-0.7,-17.4,-0.6
O=C(CSc1ccccc1C(=O)N1CCN(c2ccc([N+](=O)[O-])cc2)CC1)N1CCCC1,7.5,-20.7,-4.0,2.0,11.4,-15.6,5.9,0.1,-0.5
COc1ccc(N(CC(O)CN2C(=O)NC(C)(C)C2=O)S(=O)(=O)c2ccccc2)cc1 (stereo not drawn),13.5,24.2,3.2,-2.3,-4.8,3.2,0.6,-4.2,1.0
COc1cc(OC)cc(C(=O)NC(C)c2cnn(-c3ccccc3C)c2C)c1 (stereo not drawn),10.4,-10.3,-0.5,0.7,-1.4,-2.2,9.8,22.3,0.3
CCc1nnc(NC(=O)c2cc(OC)c(OC)cc2[N+](=O)[O-])s1,7.6,6.4,1.7,-3.8,-2.3,3.3,-8.7,9.5,-0.5
CCOC(=O)Nc1ccc2c(c1)C(=NNC(=S)NC)c1ccccc1-2,0.1,13.6,-3.5,-1.0,1.5,-5.3,22.6,-27.6,0.3
OC(CNC1CCCC1)COc1ccc(F)cc1 (stereo not drawn),0.7,8.8,6.2,-8.8,4.4,2.5,-0.3,-2.7,0.4
CC1CCCN(C(=S)NC2CCCC2)C1 (stereo not drawn),8.0,6.5,5.6,-5.8,6.0,6.6,15.0,-3.2,-2.2
O=C(NCc1ccccc1)c1cccc(NC(=O)C2CCCC2)c1,3.3,5.9,-4.0,2.6,-2.7,1.4,-1.9,21.1,-2.3
COc1ccc(/C=N/NC(=O)Cn2cnc3ccccc3c2=O)cc1OC,0.0,31.9,-0.4,-3.5,-4.3,3.1,1.6,2.5,2.2
O=C(N/N=C/c1ccc(O)cc1O)C(=O)N/N=C/c1ccc(O)cc1O,5.2,10.1,8.2,2.3,4.9,2.9,-15.4,-0.4,1.6
Cc1ccc(C(CNC(=O)c2ccc(Br)o2)N2CCN(C)CC2)cc1 (stereo not drawn),0.9,-1.0,-1.4,-6.3,14.4,0.7,-7.8,1.4,-1.6
COc1ccc(OC(=O)c2ccncc2)cc1,2.5,4.2,-2.2,-2.4,0.0,1.8,5.5,-5.8,-1.8
CCOC(=O)C1CCCN(S(=O)(=O)c2ccc3c(c2)N(C(C)=O)CCO3)C1 (stereo not drawn),5.6,-8.9,2.5,0.2,-4.0,-0.8,-29.7,2.7,0.9
CC(C)(C)n1nnnc1C(c1ccnc2ccccc12)N1CCN(C/C=C/c2ccccc2)CC1 (stereo not drawn),0.4,15.9,-2.2,-7.3,6.5,-15.7,-13.8,.,.
O=c1c2sccc2nc(SCc2cc(=O)n3cc(Cl)ccc3n2)n1-c1ccc(F)cc1,3.3,24.7,-8.5,1.3,-3.9,-3.4,-35.6,10.4,-0.4
CSCCC(NC(=O)c1ccccc1Br)C(=O)N1CCCCCCC1 (stereo not drawn),0.1,13.5,-3.4,-0.4,-2.1,2.1,-19.9,0.5,-1.1
COc1ccc(CNc2nc3ccccc3n2CCN2CCCCC2)cc1,-1.5,15.4,2.6,-6.3,-2.2,-3.1,-8.4,15.8,-1.8
Cc1nn(CC(N)=O)c(=O)c2ccccc12,3.1,11.2,-2.7,-3.0,2.4,-4.7,-4.2,-1.2,-0.6
O=C(COC(=O)C1CCN(S(=O)(=O)c2ccc3c(c2)OCCO3)CC1)NC1CCS(=O)(=O)C1 (stereo not drawn),3.5,3.6,0.8,-0.7,3.2,-0.5,-34.8,114.7*,0.7
CN(C(=O)CSc1nncn1C)C1CCCN(Cc2ccccc2F)C1 (stereo not drawn),2.7,-13.8,1.5,-5.4,-8.3,10.4,-18.6,-18.0,1.6
COc1ccc(-n2c(COc3ccc(C)cc3)nnc2SCc2ccc(C#N)cc2)cc1,3.8,-9.0,-12.3,-0.8,3.4,-9.1,9.5,6.5,-0.8
COc1cccc(C2(O)CCN(C(=O)c3cccs3)CC2)c1,8.4,-2.5,0.0,0.0,4.7,-0.8,1.8,-4.0,0.5
Cc1ccc2c(c1)C(O)(C1COC(C)(C)CC1=O)C(=O)N2C (stereo not drawn),2.1,4.8,18.2,0.2,-0.6,11.3,3.3,-7.1,0.1
COc1cc(Nc2c3c(nc4ccccc24)CCC3)cc(OC)c1OC,0.0,1.6,0.3,-4.1,6.8,-3.7,-9.4,13.9,-0.7

Grouped by structure: those above with two or more sulfur atoms (2)
compound,TAAR1 ag,CHO-K1 Ca PAM,CHRM4 PAM,CHRM5 agonist,M5 antag,M5 PAM,TAAR1 antagonist,CRFR2-BP antag,CRFBP-R2 agonist
O=c1c2sccc2nc(SCc2cc(=O)n3cc(Cl)ccc3n2)n1-c1ccc(F)cc1,3.3,24.7,-8.5,1.3,-3.9,-3.4,-35.6,10.4,-0.4
O=C(COC(=O)C1CCN(S(=O)(=O)c2ccc3c(c2)OCCO3)CC1)NC1CCS(=O)(=O)C1 (stereo not drawn),3.5,3.6,0.8,-0.7,3.2,-0.5,-34.8,114.7*,0.7

The listing continues.
compound,TAAR1 ag,CHO-K1 Ca PAM,CHRM4 PAM,CHRM5 agonist,M5 antag,M5 PAM,TAAR1 antagonist,CRFR2-BP antag,CRFBP-R2 agonist
COc1ccc(OC)c(S(=O)(=O)n2cnc3ccccc32)c1,-0.5,21.4,-5.8,2.1,-2.0,5.3,-9.2,5.5,0.1
Cc1ccccc1S(=O)(=O)Cc1ccc(C(=O)NCc2cccnc2)o1,1.4,20.3,-1.9,-2.5,1.5,-2.0,7.3,-9.1,2.6
COc1cccc(CN(C)CC(=O)Nc2ccccc2N2CCOCC2)c1OC,2.2,7.1,0.3,-1.5,-0.2,0.7,-8.0,-5.8,0.8
CC1=C(C)CC(C(=O)N2CCN(Cc3ccccc3)CC2)C(C(=O)O)C1 (stereo not drawn),1.1,17.1,3.3,0.2,1.2,3.0,-8.1,0.8,-1.3
CCOc1cc(C(=O)Nc2ccc(S(=O)(=O)Nc3cnc4ccccc4n3)cc2)cc(OCC)c1OCC,-0.3,14.4,11.5,-7.7,1.0,7.7,-33.6,15.7,-1.4
Nc1nc(COC(=O)c2ccc3c(c2)OCCO3)nc(Nc2ccccc2)n1,12.5,-3.0,6.4,-0.6,13.2,-23.1,37.9,-10.7,-1.0
COC(=S)N/C(=N\S(=O)(=O)c1ccc(Cl)cc1)c1ccccc1,-1.3,-1.5,-2.6,-0.4,-4.6,2.5,-20.4,-8.5,-0.9
Cc1c(C(=O)NCCSCc2ccccc2)cccc1[N+](=O)[O-],6.3,28.4,-1.4,-0.8,3.9,-1.8,-24.6,11.1,-3.3
Cc1ccc2nc(NC(=O)c3ccco3)sc2c1,8.4,-0.4,1.8,9.4,5.2,-3.5,-5.5,5.0,-1.3
O=C(Cn1nnc(-c2cccs2)n1)NCc1ccco1,19.2,10.5,-5.5,-0.7,-4.4,11.0,-10.3,-0.1,-0.2
Cc1ccccc1-c1nc(CS(=O)(=O)CC(=O)N2CCN(C)CC2)c(C)o1,1.4,0.5,-8.2,-3.0,-8.1,1.1,-15.9,-2.0,4.3
CCCc1nn2c(=O)c(C(c3cccc(Cl)c3)c3c(O)nc4sc(CCC)nn4c3=O)c(O)nc2s1,1.8,3.3,-2.9,0.0,1.2,2.5,7.8,23.1,0.6
CCOC(=O)C1(CCCc2ccccc2)CCN(Cc2ccn[nH]2)CC1,18.8,23.6,-6.6,-10.0,15.0,-10.9,-4.6,-13.7,-1.3
O=C1COc2ccc(C(=O)COC(=O)c3ccc(Cl)cc3[N+](=O)[O-])cc2N1,12.3,-31.5,-3.1,4.2,11.4,-27.2,38.2,11.5,-1.7
Cc1nn(CC(=O)Nc2ccccc2C(F)(F)F)c(=O)c2cccn12,4.3,-5.3,-0.3,2.1,6.0,-4.6,-21.7,-7.0,-0.6
Cc1ccccc1NC(=O)CSc1n[nH]c(-c2ccco2)n1,0.4,5.1,7.9,1.1,6.5,2.0,-27.3,-4.0,-2.1
COC(=O)c1ccc(NC(=O)N2CCOCC2)cc1,16.5,14.8,-3.4,-5.7,-14.0,-2.9,5.2,4.6,-1.6
Cc1cccnc1NC(=O)c1ccc(OCC2CCCO2)cc1 (stereo not drawn),6.7,16.2,2.0,1.1,2.8,6.4,13.9,2.7,-0.3
Cc1ccc(S(=O)(=O)N2CCC(C(=O)OCCOc3cccc(C)c3)CC2)cc1,9.3,-12.7,-4.1,-0.1,-0.4,-7.6,31.9,-0.9,-0.4
CCOC(=O)c1cc(-c2nnc(-c3cc(OC)c(OC)c(OC)c3)o2)c(C)nc1C,6.9,-0.2,12.2,-2.6,2.4,-0.5,-11.0,14.1,-1.2
O=C(CN1CCN(c2ccccn2)CC1)Nc1ccc(Oc2ccccc2)cc1,13.0,8.5,-8.6,-4.4,15.0,-2.9,0.7,9.0,1.1
Cc1ccnc(SCCn2c(Br)nc3c2c(=O)[nH]c(=O)n3C)n1,18.1,4.7,7.6,-4.7,3.3,-6.5,-23.6,10.7,-0.5
O=C(CN1C(=O)c2ccccc2S1(=O)=O)Nc1ccon1,2.2,-19.8,12.8,3.9,-7.9,2.2,-12.8,-5.3,-0.6
COc1cccc(C(=O)CSc2nnc(CNS(C)(=O)=O)n2-c2ccc(C)cc2)c1,14.9,10.6,13.2,-1.5,8.7,12.5,-11.3,-33.6,6.3
Cc1c(CC(=O)O)c(=O)oc2c(C)c(OCc3nn[nH]n3)ccc12,-2.0,9.4,-0.1,-1.4,4.8,-2.2,-0.4,-3.9,-2.6
CC1CCCC(C)N1/N=C/c1ccccc1C(=O)O (stereo not drawn),1.0,15.9,-5.9,-2.0,6.5,-0.8,-12.0,-4.8,1.9
